HTRA1 inhibitor = blocks human HTRA1 serine peptidase. Q92743. recombinant HTRA1, FP-rhodamine activity-based probe, fluorescence polarization. inhibition, % at 5.96 µM. actives 0.5% (n = 340,000). AID 504803; in the data active = inhibition above about 36%;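 also: 0% = enzyme with DMSO and 100% = wells lacking enzyme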
LEDGF integ inh = blocks HIV-1 LEDGF/p75-dependent DNA integration | TR-FRET IN-LEDGF/p75 DNA integration, Eu/Cy5 | inhibition, % at 3.7 µM | actives 0.64% (n = 370,000) | AID 743269;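 active = inhibition above the screen-wide mean plus 3 SD, cut at about 13% in these data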;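 also: signal is the Cy5 over europium emission ratio at 671 and 618 nm; 0% = plate median of compound wells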
NR1D1 modulator = modulators of human Rev-erb alpha DNA binding | P20393 | Rev-erbα–FITC-DNA binding, fluorescence polarization, 90 min | activity, % at 10 µM | actives 0.79% (n = 370,000);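 active = activity above about 14%, limit read from the data; passing the limit was not always enough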;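 also: 0% = DMSO wells with 35 nM protein and 100% = DMSO wells with 750 nM protein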
Target sequence (P20393 whole entry, looked up): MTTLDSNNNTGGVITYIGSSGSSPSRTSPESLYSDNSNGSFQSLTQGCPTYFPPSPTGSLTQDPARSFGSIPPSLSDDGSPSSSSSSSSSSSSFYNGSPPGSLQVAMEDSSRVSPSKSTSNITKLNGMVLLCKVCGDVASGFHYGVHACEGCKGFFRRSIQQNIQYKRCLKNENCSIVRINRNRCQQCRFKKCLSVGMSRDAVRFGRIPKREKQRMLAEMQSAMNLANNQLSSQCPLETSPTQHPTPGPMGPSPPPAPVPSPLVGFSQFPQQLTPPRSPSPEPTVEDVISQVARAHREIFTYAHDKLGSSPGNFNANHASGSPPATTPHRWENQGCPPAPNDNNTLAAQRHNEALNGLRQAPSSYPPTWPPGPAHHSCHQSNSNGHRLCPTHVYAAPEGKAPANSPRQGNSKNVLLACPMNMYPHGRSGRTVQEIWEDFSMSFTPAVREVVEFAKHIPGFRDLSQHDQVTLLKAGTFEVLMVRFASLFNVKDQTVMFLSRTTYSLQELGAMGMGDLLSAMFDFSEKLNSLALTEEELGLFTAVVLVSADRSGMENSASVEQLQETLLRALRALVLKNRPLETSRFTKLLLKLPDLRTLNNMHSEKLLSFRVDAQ
SIAE inh = inhibitors of human sialic acid acetylesterase SIAE. SIAE FP-Rh probe binding, fluorescence polarization. inhibition, % at 9.66 µM. actives 0.69% (n = 370,000). AID 1053197;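 active = inhibition above a cutoff: mean of compounds within the control limits plus 3 SD of those, cut at about 17% in these data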;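 also: 0% = plate median of compound wells and 100% = probe without SIAE protein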
PG9 binder = small molecules binding HIV-1 gp120 antibody PG9; TR-FRET gp120-PG9 antibody binding; inhibition, % at 6.7 µM; actives 0.43% (n = 360,000); AID 624416; in the data active = inhibition above about 8.5%
TCR-CD3 inh = blocks the human TCR-CD3 interaction | TAMRA-labeled TCR probe fluorescence, biochemical | inhibition, % at 9.4 µM | actives 0.37% (n = 360,000) | AID 651800; in the data active = inhibition above about 19%;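 also: recombinant mutant TCR 2C K166C tagged with TAMRA read by polarization; 0% = receptor in buffer alone and 100% = receptor with positive control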
PRMT1 FP inh = inhibitors of human PRMT1; actives 1.3% (n = 370,000); inhibition, % at 2.79 µM; recombinant PRMT1, activity-based probe fluorescence polarization;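 active = inhibition above about 21% made by adding two undisclosed values, limit read from the data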
rCAG RNA binder = binds r(CAG) RNA repeats. r(CAG) RNA repeat, TO-PRO-1 dye displacement fluorescence. inhibition, % at 3 µM. actives 1.3% (n = 370,000);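 active = inhibition above the plate cutoff, the mean of all test compounds on that plate plus 3 SD, cut at about 35% in these data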;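 also: 0% = DMSO alone and 100% = 100 µM mitoxantrone as full dye displacement; higher means more dye released from RNA so lower well fluorescence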
ABHD4 inh = ABHD4 (mouse) inhibition, primary FP screen | inhibition, % at 8.92 µM | purified mABHD4, FP-Rh probe fluorescence polarization | Q8VD66 | actives 0.54% (n = 370,000) | AID 720543;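 active = inhibition exceeding the mean over every tested compound plus 3 SD, cut at about 30% in these data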;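 also: 0% = plate median of compound wells and 100% = S159A mutant with DMSO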
Target sequence (Q8VD66 whole entry, looked up): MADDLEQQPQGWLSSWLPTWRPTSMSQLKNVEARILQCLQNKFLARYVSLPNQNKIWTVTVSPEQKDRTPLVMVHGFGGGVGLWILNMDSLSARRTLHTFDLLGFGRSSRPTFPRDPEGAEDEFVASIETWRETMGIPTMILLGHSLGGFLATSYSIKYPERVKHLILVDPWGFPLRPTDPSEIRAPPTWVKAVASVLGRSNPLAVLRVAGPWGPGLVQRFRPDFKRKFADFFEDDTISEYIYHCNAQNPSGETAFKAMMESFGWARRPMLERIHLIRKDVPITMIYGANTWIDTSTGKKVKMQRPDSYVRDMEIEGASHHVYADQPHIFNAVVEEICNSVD
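Material: mouse ABHD4 enzyme, wild type; Benchmarks: S159A mutant high control, sample median low control; Buffer or medium: HEPES pH 7.0, NaCl, Pluronic buffer; Signal: fluorescence polarization; Read-out: percent inhibition of probe binding, normalized to plate controls; Timing: pre-incubation 45 min, probe exposure 60 min, at 25 °C; Dosing: 8.92 µM, single dose.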
TDP2 absorb = TDP2 (human) inhibition, absorbance primary screen | recombinant TDP2, T5PNP hydrolysis, p-nitrophenol absorbance 415 nm | inhibition, % at 12.8 µM | actives 0.34% (n = 370,000) | AID 720702;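 active = inhibition above the mean of all tested compounds plus 3 SD, set per campaign, cut at about 25% in these data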;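 also: 0% = DMSO with enzyme and 100% = buffer with substrate but no TDP2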
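Assay system: Recombinant human TDP2 | Quantity: 120 nM TDP2 per well | Incubation: 2 h at 37 °C | Signal: Epi absorbance | Evaluation: Percent inhibition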
The depositor's hits bear a star. An excerpt (hit frequency here may not be typical).

1: CN(c1ccccc1C(=O)O)S(C)(=O)=O
2: COc1ccc(NC(=S)NNC(=O)CCn2cc([N+](=O)[O-])cn2)cc1
3: COc1ccc(-c2nc3c(c(=O)[nH]c(=O)n3Cc3ccccc3)n2C)cc1
4: Cc1ccc(C2CC(C(F)(F)F)n3nc(C(=O)Nc4c(C)n(C)n(-c5ccccc5)c4=O)cc3N2)cc1 (configuration not stated)
5: Cc1cc(NN)nc(Cc2ccccc2)n1
6: CN(c1ncnc(N)c1[N+](=O)[O-])C1CCCCC1
7: O=C(Cn1c(C(F)(F)F)nc2ccccc21)c1ccccc1
8: c1ccc(CNCCCn2cnc3c(OCc4ccccc4)ncnc32)cc1
9: CN(C)c1ccc(/C=N/NC(=O)CNC(=O)/C=C/c2ccccc2)cc1
10: N#CCCN(Cc1ccccc1)C(=O)c1nccnc1C(=O)O
Assay by compound,1,2,3,4,5,6,7,8,9,10
HTRA1 inhibitor,5,3,5,5,-28,2,0,6,-2,8
LEDGF integ inh,3,1,-2,-9,8,-3,0,1,-1,-2
NR1D1 modulator,7,0,43*,-2,1,-8,-7,3,7,-7
SIAE inh,-8,2,0,-3,8,3,11,-2,-6,-9
PG9 binder,2.3,-0.5,0.5,-0.6,-1.5,0.4,-1.1,-1.1,-1.6,-0.7
TCR-CD3 inh,-3,3,-9,-5,-9,-5,2,0,4,3
PRMT1 FP inh,2,-1,7,1,2,3,1,-3,2,4
rCAG RNA binder,0,-2,2,-5,-1,-4,-4,2,1,2
ABHD4 inh,-3,0,5,-1,-10,5,2,-7,0,-1
TDP2 absorb,0,-2,7,-16,-9,-6,7,-12,11,12

11: CNS(=O)(=O)c1ccc(NC(=O)C(CCSC)NC(N)=O)cc1 (configuration not stated)
12: O=C(Cn1c(=O)cnc2ccccc21)N1CCN(S(=O)(=O)c2ccccc2Br)CC1
13: COCCSc1nnc(NC(=O)C2CC(=O)N(c3ccc(Cl)cc3)C2)s1 (configuration not stated)
14: CN1CCN(C(=O)CCN2C(=O)c3ccccc3S2(=O)=O)CC1
15: O=C1COc2ccc(C(=O)COC(=O)c3ccc(F)cc3Cl)cc2N1
16: COc1ccc(CN2CCN(C(=O)c3ccc(CNS(=O)(=O)c4ccc(C)cc4)cc3)CC2)c(OC)c1OC
17: Cc1ccc(S(=O)(=O)CCc2nc3ccccc3s2)cc1
18: O=C(CCC1CCCCC1)Nc1cc(C(F)(F)F)ccc1N1CCOCC1
19: CS(=O)(=O)N1CCCC(C(=O)Nc2ccccc2C(F)(F)F)C1 (configuration not stated)
20: S=C(Nc1cccc2ccccc12)NN1CCCCCC1
Assay by compound,11,12,13,14,15,16,17,18,19,20
HTRA1 inhibitor,-8,1,-3,5,-2,3,-2,-14,1,-5
LEDGF integ inh,0,-8,-6,1,3,2,0,6,1,3
NR1D1 modulator,-5,0,1,9,14,3,-4,9,2,3
SIAE inh,-1,-1,1,-3,-7,5,2,-2,10,4
PG9 binder,-0.8,2.9,0.2,1.2,32*,-0.5,-0.3,1.2,-2.3,-1.4
TCR-CD3 inh,-5,-1,-5,-8,-2,5,-7,-6,2,4
PRMT1 FP inh,0,5,9,-2,-4,-1,5,-7,-3,18
rCAG RNA binder,7,-3,7,-1,5,-5,-3,-3,-2,7
ABHD4 inh,-3,-9,1,2,-3,-4,7,-13,-11,5
TDP2 absorb,0,0,-12,-6,-1,-2,3,-34,7,-13

21: C=CCn1c(SCC(=O)NC(=O)Cc2ccccc2)nc2ccccc2c1=O
22: CCOc1ccc(/C(O)=C2\C(=O)C(=O)N(c3cc(C)on3)C2c2ccccc2OC)cc1 (configuration not stated)
23: COC(=O)c1ccccc1S(=O)(=O)N(Cc1cc2ccc(OC)cc2[nH]c1=O)CC1CCCO1 (configuration not stated)
24: CCOc1ccccc1NC(=O)NNC(=O)COc1cccc(C)c1C
25: O=C(NCc1ccccc1)C(=O)NCC1OCCN1S(=O)(=O)c1ccc2c(c1)OCCO2 (configuration not stated)
26: CCOC(=O)c1sc(NC(=O)c2ccc3ncsc3c2)nc1C
27: CC(=O)Nc1c(NC(C)C)c2ccccc2oc1=O
28: O=C(NC(c1cccnc1)C(F)(F)F)c1cc(COc2ccc3c(c2)CCCC3)on1 (configuration not stated)
29: O=P(Cc1ccccn1)(c1ccccc1)c1ccccc1
30: COc1ccc(NC(=O)CNC(=O)C2CCCCC2)cc1
Assay by compound,21,22,23,24,25,26,27,28,29,30
HTRA1 inhibitor,4,-3,8,3,-3,-5,-4,-33,3,4
LEDGF integ inh,-1,1,-3,2,3,-1,-1,-9,-1,1
NR1D1 modulator,-2,-6,-3,3,-4,2,-17,-2,-5,4
SIAE inh,2,5,-4,-6,2,0,5,1,-3,3
PG9 binder,4.4,5.5,1.1,-2.6,-1.9,-0.3,-0.3,-1.6,-0.1,3.2
TCR-CD3 inh,2,0,-1,7,-8,-10,0,-4,-2,-7
PRMT1 FP inh,5,-3,3,1,3,3,-2,4,0,-1
rCAG RNA binder,0,13,-4,-2,5,0,1,3,1,-1
ABHD4 inh,5,1,-1,-7,6,-7,2,-15,2,7
TDP2 absorb,-1,-7,8,-2,9,4,12,-11,2,9

Three entries picked at random from those above, as already listed:
26: CCOC(=O)c1sc(NC(=O)c2ccc3ncsc3c2)nc1C
29: O=P(Cc1ccccn1)(c1ccccc1)c1ccccc1
30: COc1ccc(NC(=O)CNC(=O)C2CCCCC2)cc1
Assay by compound,26,29,30
HTRA1 inhibitor,-5,3,4
LEDGF integ inh,-1,-1,1
NR1D1 modulator,2,-5,4
SIAE inh,0,-3,3
PG9 binder,-0.3,-0.1,3.2
TCR-CD3 inh,-10,-2,-7
PRMT1 FP inh,3,0,-1
rCAG RNA binder,0,1,-1
ABHD4 inh,-7,2,7
TDP2 absorb,4,2,9

Later entries.
31: COc1ccccc1CNC(=O)[C@@H]1CCCN1S(=O)(=O)c1ccccc1F
32: O=C(CC12CC3CC(CC(C3)C1)C2)N/N=C\c1ccc[nH]1
33: Cc1sc(NC(=S)Nc2ccc(F)cc2)c(C(N)=O)c1C
34: Clc1cccc2c1CCN(Cc1nc(-c3cnccn3)no1)C2
35: CC(C)(C)CN1CCNC(=O)C1CC(=O)N1CCC(C(=O)N2CCOCC2)CC1 (configuration not stated)
36: CN1CCc2c(sc(N)c2C(=O)O)C1
37: CN(C)CC/C=C1\c2cc(F)ccc2CSc2ccccc21
38: Cc1ccc(C)c(C(=O)COC(=O)CN2C(=O)C3C4C=CC(C4)C3C2=O)c1 (configuration not stated)
39: Cc1nn(-c2ccccc2)c(C)c1CCC(=O)O
40: COc1cc(C(=O)OCC(=O)NC2CCCC2)cc(OC)c1OC
Assay by compound,31,32,33,34,35,36,37,38,39,40
HTRA1 inhibitor,-5,0,-4,3,2,6,0,-2,5,0
LEDGF integ inh,-2,2,-3,1,0,-4,2,3,1,4
NR1D1 modulator,-1,-3,6,-2,-3,-1,1,1,1,1
SIAE inh,3,0,17*,4,5,9,1,1,1,0
PG9 binder,2.5,-2.8,-0.2,1.0,0.4,-0.7,0.0,0.2,0.0,-2.1
TCR-CD3 inh,-4,-1,1,4,3,-2,-8,4,-1,2
PRMT1 FP inh,6,-3,19,2,5,12,3,2,2,-6
rCAG RNA binder,1,-4,7,-3,-4,-5,-3,2,2,-6
ABHD4 inh,2,0,2,3,12,7,-8,3,6,0
TDP2 absorb,-16,1,-2,2,-1,8,-12,7,3,1

41: C/C(=N\NC(=O)c1ccc(OC2CCCC2)cc1)c1ccc(O)cc1
42: COc1ccc(NC(=O)C/C(C)=N/NC(=O)COc2ccc(OC)cc2)cc1
43: CCOC(=O)C1(O)CSc2nc3sc(C(=O)O)c(C)c3c(=O)n21 (configuration not stated)
44: NC(=O)CC(NC(=O)Cc1cccc2ccccc12)c1ccc(N2CCC(N3CCCCC3)CC2)c([N+](=O)[O-])c1 (configuration not stated)
45: CNC(=O)c1nc(C)c(C2(C)CC(c3cccc([N+](=O)[O-])c3)=NO2)s1 (configuration not stated)
46: Cc1occc1C(=O)NNC1=CC(=O)CC(C)(C)C1
47: CCOCCCNC(=O)C1CC(=O)N(C2CCCC2)C1 (configuration not stated)
Assay by compound,41,42,43,44,45,46,47
HTRA1 inhibitor,-19,-1,4,4,-1,6,6
LEDGF integ inh,-1,-1,-2,1,1,1,3
NR1D1 modulator,7,-1,0,3,-2,-6,6
SIAE inh,-5,2,0,6,6,1,4
PG9 binder,-2.4,-3.4,-0.3,-0.8,-0.2,2.2,0.1
TCR-CD3 inh,-3,-2,12,-2,3,2,-7
PRMT1 FP inh,2,-3,3,0,1,-6,-1
rCAG RNA binder,0,-1,2,-2,0,2,-3
ABHD4 inh,-7,-6,4,-4,1,2,14
TDP2 absorb,-4,1,0,1,-11,2,-15

Ordered by SMILES length (largest number first): 3 of the compounds above
42: COc1ccc(NC(=O)C/C(C)=N/NC(=O)COc2ccc(OC)cc2)cc1
46: Cc1occc1C(=O)NNC1=CC(=O)CC(C)(C)C1
47: CCOCCCNC(=O)C1CC(=O)N(C2CCCC2)C1 (configuration not stated)
Assay by compound,42,46,47
HTRA1 inhibitor,-1,6,6
LEDGF integ inh,-1,1,3
NR1D1 modulator,-1,-6,6
SIAE inh,2,1,4
PG9 binder,-3.4,2.2,0.1
TCR-CD3 inh,-2,2,-7
PRMT1 FP inh,-3,-6,-1
rCAG RNA binder,-1,2,-3
ABHD4 inh,-6,2,14
TDP2 absorb,1,2,-15

High-throughput results as filed in PubChem.
